ERG Ets-DNA blk: ERG Ets/DNA interaction inhibition; P11308; fluorescence polarization, His-ERG Ets domain / labelled DNA; Potency, µM (doses to about 76.9 µM), without a hit: at the highest dose FP activity, negative = inhibition, actives largely listed as inhibitors; 370,000 tested, 0.028% active; active = well fitted inhibition curve with a large enough effect in the polarisation, with a control signal flat; inconclusive = small, poorly fitted or top-dose-only effect, or effect the other way, or a change in a side signal; inactive = no such curve, though single readings can be large or run the other way; the % refers to the polarisation;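 also: polarization taken with two DNA probes labelled with fluorescein and Texas red; potency is read from the fitted curve at half-maximal effect; % of control where 0% means no effect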
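His-tagged ERG Ets domain (1 uM in the protein solution; 300mM KCl, 50mM Tris-HCl, 1mM EDTA, 1mM DTT, pH 7.5) received compound, then a probe mix of 5 nM fluorescein-DNA and 100nM Texas-615-DNA. Fluorescence polarization was read for both dyes.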
GLS inhibitor: blocks human kidney-isoform glutaminase activity; O94925; GLS enzymatic activity, qHTS titration; Potency, µM (series often up to 45.5 µM), for inactives: at the top dose activity change, negative = inhibition, usual class: inhibitors; 410,000 tested, 0.21% active; AID 624170; also: potency is read from the fitted curve at half-maximal effect; % is scaled to controls: 0 for no effect and ±100 for the full control effect
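hKGA; 45 mM KH2PO4 pH 8.2 + 0.02% Tween-20; cpd via pin tool; 1 mM Gln soln; GluOx/HRP/Amplex Red; RT 30 min; fluor. t0 & final.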
BAZ2B block: blocks human BAZ2B; Q9UIF8; AlphaScreen BAZ2B-H3K14Ac peptide displacement; Potency, µM (doses to about 114 µM), inactives show top-dose activity change, negative = inhibition, hits mostly inhibitors; 360,000 tested, 4.4% active; also: potency is read from the fitted curve at half-maximal effect; % is scaled to controls: 0 for no effect and ±100 for the full control effect; nearly all actives have a fitted effect of over 60% in size
Target sequence (Q9UIF8 whole entry, looked up): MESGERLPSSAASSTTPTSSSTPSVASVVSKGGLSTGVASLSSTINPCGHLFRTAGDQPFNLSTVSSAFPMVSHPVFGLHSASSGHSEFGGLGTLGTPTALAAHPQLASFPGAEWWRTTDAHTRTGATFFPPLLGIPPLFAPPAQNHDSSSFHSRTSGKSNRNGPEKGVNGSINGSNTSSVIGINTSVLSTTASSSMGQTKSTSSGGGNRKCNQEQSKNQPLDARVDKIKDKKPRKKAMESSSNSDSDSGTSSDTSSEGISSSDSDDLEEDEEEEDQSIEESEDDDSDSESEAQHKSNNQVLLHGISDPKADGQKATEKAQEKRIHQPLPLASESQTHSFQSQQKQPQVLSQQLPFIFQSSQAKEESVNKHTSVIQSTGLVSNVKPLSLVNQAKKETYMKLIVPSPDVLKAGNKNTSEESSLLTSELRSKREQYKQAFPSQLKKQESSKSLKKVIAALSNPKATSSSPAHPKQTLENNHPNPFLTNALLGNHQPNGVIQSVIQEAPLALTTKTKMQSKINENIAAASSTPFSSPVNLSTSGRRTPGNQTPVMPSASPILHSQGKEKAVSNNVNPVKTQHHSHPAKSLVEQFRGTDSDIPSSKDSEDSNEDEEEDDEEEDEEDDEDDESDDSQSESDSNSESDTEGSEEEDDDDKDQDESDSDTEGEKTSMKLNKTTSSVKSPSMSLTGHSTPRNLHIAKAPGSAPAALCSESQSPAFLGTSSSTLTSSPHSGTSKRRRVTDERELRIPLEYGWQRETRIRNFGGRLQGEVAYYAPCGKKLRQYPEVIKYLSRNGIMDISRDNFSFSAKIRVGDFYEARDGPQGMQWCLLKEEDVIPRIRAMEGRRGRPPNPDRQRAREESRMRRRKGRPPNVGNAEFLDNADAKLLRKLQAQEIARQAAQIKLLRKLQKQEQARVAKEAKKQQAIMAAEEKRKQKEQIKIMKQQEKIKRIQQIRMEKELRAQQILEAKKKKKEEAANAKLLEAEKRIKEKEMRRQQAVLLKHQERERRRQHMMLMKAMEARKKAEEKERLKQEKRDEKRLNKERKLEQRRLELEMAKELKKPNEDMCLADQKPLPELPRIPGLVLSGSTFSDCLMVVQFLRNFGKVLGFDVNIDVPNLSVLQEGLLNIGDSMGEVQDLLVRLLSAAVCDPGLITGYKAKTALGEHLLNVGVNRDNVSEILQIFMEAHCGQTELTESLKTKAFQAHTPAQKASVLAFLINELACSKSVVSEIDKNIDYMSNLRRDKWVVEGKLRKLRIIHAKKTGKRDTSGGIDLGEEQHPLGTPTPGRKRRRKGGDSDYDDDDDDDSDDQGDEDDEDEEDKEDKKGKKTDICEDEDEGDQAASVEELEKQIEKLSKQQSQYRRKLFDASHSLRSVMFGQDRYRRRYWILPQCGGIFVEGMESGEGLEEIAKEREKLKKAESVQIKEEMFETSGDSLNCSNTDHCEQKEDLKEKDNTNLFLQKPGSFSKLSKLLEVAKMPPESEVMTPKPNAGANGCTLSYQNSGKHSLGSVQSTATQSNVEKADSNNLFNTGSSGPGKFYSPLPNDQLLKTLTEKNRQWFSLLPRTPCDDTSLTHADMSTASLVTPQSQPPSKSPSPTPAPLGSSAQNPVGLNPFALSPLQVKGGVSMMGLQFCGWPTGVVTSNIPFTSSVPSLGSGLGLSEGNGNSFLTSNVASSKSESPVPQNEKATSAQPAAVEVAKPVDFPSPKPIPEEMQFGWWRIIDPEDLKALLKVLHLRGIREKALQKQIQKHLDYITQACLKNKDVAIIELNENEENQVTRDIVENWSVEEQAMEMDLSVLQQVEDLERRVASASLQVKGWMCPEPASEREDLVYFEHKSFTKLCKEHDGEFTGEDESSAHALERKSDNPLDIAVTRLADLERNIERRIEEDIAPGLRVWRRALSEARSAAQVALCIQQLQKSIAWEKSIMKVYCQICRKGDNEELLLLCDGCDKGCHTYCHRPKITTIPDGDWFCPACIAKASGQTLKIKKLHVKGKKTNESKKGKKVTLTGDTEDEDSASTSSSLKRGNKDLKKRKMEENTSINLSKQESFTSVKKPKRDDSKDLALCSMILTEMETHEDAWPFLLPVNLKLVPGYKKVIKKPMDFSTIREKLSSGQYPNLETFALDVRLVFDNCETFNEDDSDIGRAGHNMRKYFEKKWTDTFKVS
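Compounds, titrated to a top concentration of 110 uM, were incubated 30 min at room temperature with preformed BAZ2B/acetyl-K14 H3 peptide complex (50 nM each). Proximity signal was measured by AlphaScreen after 20 min with beads.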
PGK inhibitor: inhibitors of T. brucei phosphoglycerate kinase; P07378; PGK/GAPDH coupled, Kinase-Glo luminescence, 60 min; Potency, µM (top dose mostly 57.5 µM), without a hit: at the highest dose activity change, negative = inhibition, usual class: inhibitors; 380,000 tested, 0.043% active; also: potency is read from the fitted curve at half-maximal effect; % is scaled to controls: 0 for no effect and ±100 for the full control effect; nearly all actives have a fitted effect of over 60% in size
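Luminescent ATP detection (Kinase-Glo Plus) follows a 60-minute room-temperature incubation, with wells lacking PGK as controls. Buffer: 100 mM TEA (pH 7.6), 5 mM MgCl2, 0.01% Tween-20. Coupling enzyme GAPDH (100 nM final) supplies unstable 1,3-BPG in-well.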
HP1b chromo inh: inhibitors of HP1-beta chromodomain binding to methylated histone tails | P83916 | AlphaScreen HP1-beta / biotin-H3K9me3 peptide binding | Potency, µM (doses to about 114 µM), for inactives: at the top dose activity change, negative = inhibition, usual class: inhibitors | 390,000 tested, 0.56% active; also: potency is read from the fitted curve at half-maximal effect; nearly all actives have a fitted effect of over 70% in size; inactives centre near 23
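Compound inhibition of the preformed complex between 50 nM HP1-beta and 50 nM biotinylated H3K9me3 peptide was read by AlphaScreen. Buffer was PBS pH 7.4 with 0.01% Tween-20. Incubations ran 30 min at room temperature, with 10 ug/mL donor/acceptor beads.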
G9a inh: blocks human histone lysine methyltransferase G9a. Potency, µM (doses to about 102 µM), without a hit: at the top dose activity, negative = inhibition, usual class: inhibitors. 350,000 tested, 8.8% active. AID 504332. G9a H3K9 monomethylation, AlphaScreen, 2 h. Q96KQ7; also: potency is read from the fitted curve at half-maximal effect; % is scaled to controls: 0 for no effect and ±100 for the full control effect; nearly all actives have a fitted effect of over 75% in size
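Signal arises when biotinylated H3K9 peptide, once monomethylated, bridges streptavidin donor and antibody-captured acceptor beads. Enzyme at 20 nM was preincubated 15 min with test compounds; peptide 500 nM and SAM 20 uM then reacted for 2 h.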
PI4K2A block: blocks human PI4K2A kinase activity; Q9BTU6; purified PI4K2A, ADP-Glo luminescence, 1 h; active compounds read low; 420,000 tested, 0.13% active; activity change, negative = inhibition, % at 76.9 µM; AID 1346378; in the data active = activity change below about -50%; inconclusive = mostly about -30% to -49%;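 also: -100% = wells without enzyme as full effect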
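PI4K2A activity was measured by ADP-Glo luminescence: enzyme (4 ug/mL stock) and phosphatidylinositol (1.2 mM stock) in Tris pH 7.5/MgCl2/EGTA/Triton X-100 buffer were reacted with ATP (300 microM stock) for one hour at ambient temperature.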
Pin1 inhibitor: inhibitors of human Pin1; Potency, µM (top dose mostly 115 µM), inactives show top-dose activity, negative = inhibition, hits mostly inhibitors; AID 504891; Q13526; 390,000 tested, 0.009% active; Pin1 FP peptide displacement, HiFluor488, 10 min; active = well fitted inhibition curve with a large enough effect in the polarisation, with a control signal flat, not every such curve was filed as active; inconclusive = small, poorly fitted or top-dose-only effect, or effect the other way, or a change in a side signal; inactive = no such curve, though single readings can be large or run the other way; the % refers to the polarisation; also: potency is read from the fitted curve at half-maximal effect; % is scaled to controls: 0 for no effect and ±100 for the full control effect
JMJD2A Tudor inh: JMJD2A Tudor domain (human) inhibition; O75164; AlphaScreen JMJD2A-Tudor / H3K4me3 peptide binding; Potency, µM (highest dose often 114 µM), for inactives: at the top dose activity change, negative = inhibition, usual class: inhibitors; 390,000 tested, 4.4% active; also: potency is read from the fitted curve at half-maximal effect; % is scaled to controls: 0 for no effect and ±100 for the full control effect; nearly all actives have a fitted effect of over 50% in size
* hit, by the source's call; i = inactive; ? = inconclusive; . = no result given; [ ] = dose if it differs, or a comment. Unless noted, calls follow the shape of the dose curve; as a rule, active = well fitted curve in the direction sought with a large enough effect; inconclusive = small, poorly fitted or top-dose-only effect, or another doubt; inactive = no such curve, though single readings can be large; an effect the other way counts as inactive or inconclusive.

JMJD2A Tudor inh	Pin1 inhibitor	GLS inhibitor	canonical_smiles	PI4K2A block	PGK inhibitor	ERG Ets-DNA blk	G9a inh	HP1b chromo inh	BAZ2B block
-10%	?	-16%	CC1(C)CC(=O)C2=C(C1)OC(c1ccc(O)cc1)C(C#N)=C2N (centres undefined)	2	i	-28%	-7%[59 µM]	34%	-12%
-28%	?	-3%	Cc1ccc(C(=O)c2cn(Cc3cc(C)ccc3C)c3nc(C)ccc3c2=O)cc1	-2	-8%	2%	-33%[59 µM]	1%	-12%
-10%	-5%	1%	O=C(COc1ccc(Cl)cc1)Nc1cccc(S(=O)(=O)NC2=NCCCCC2)c1	1	1%	-2%	4%	17%	6%
-14%	?	-6%	O=c1c2ccccc2oc2cc(OCc3cccc(F)c3)cc(O)c12	4	-9%	5%	?	29%	-20%
-8%	-4%	9%	CCOC(=O)C1=C(c2ccccc2)NC(SCC(N)=O)=C(C#N)C1c1cccnc1 (centres undefined)	6	1%	-3%	0%[2.33 µM]	33%	0%
-27%	-6%	6%	CCOc1ccc(S(=O)(=O)N2CCN(c3ccc(OC)cc3)CC2)c2cccnc12	7	4%	7%	25%[2.33 µM]	1%	-32%
-12%	12%	14%	O=C(CCn1c(=O)oc2ccccc21)Nc1ccc(N2CCOCC2)cc1	4	0%	1%	21%[59 µM]	0%	4%
-20%	-3%	2%	CCS(=O)(=O)N1CCN(C(=O)c2ccccc2)CC1	-3	-9%	2%	-37%[59 µM]	27%	-20%
-31%	4%	-5%	COc1ccc(C(=O)CCN2CCN(c3ccc(OC)cc3)CC2)cc1	14	i	7%	40µM*	9%	?
-14%	-11%	18%	CSCC[C@H](NC(=O)N1C[C@H]2C[C@@H](C1)c1cccc(=O)n1C2)C(=O)Nc1ccc(NC(C)=O)cc1	-4	0%	7%	38%	5%	-2%
-6%	10%	-8%	COc1ccc2nc(Nc3nc(-c4ccncc4)cs3)sc2c1	4	-4%	-4%	4%	23%	-15%
-10%	-13%	2%	CN1CCN(C(=O)c2cc3c(ccc4ccccc43)oc2=O)CC1	9	-1%	-13%	50µM*	36%	-32%
-6%	4%	-4%	CC(C)(C)NC(=O)c1cc(-c2ccc3c(c2)OCO3)nc2ccccc12	-2	-2%	-6%	25%	27%	-5%
-15%	-5%	1%	CN(C)CCC(=O)N1c2ccccc2Sc2ccc(C(F)(F)F)cc21	8	-4%	4%	-5%	17%	6%
-24%	-9%	4%	CCC1CN(C(=O)Nc2cc(Cl)c(OC)cc2OC)c2ccccc2O1 (centres undefined)	0	-3%	0%	-12%[59 µM]	11%	-2%
-4%	0%	-13%	CCc1ccccc1NC(=O)CC(c1ccc(OC)cc1)n1cccc1 (centres undefined)	4	i	.	-1%[59 µM]	20%	2%
79µM*	?	20%	CCOc1ccc(N=Nc2c(N)[nH][nH]c2=O)cc1	-10	-6%	-2%	3.5µM*	-25%	?
0%	-12%	1%	Cc1ccnc(N2CCC(C(=O)NNC(=O)c3ccccc3C)CC2)n1	-1	-4%[11.5 µM]	.	42%[0.501 µM]	16%	-35%
-10%	-12%	10%	CCOC(=O)c1c(C(F)(F)F)nc2ncccn12	0	i	-8%	6%	40%[activator]	8%
?	0%	-5%	Oc1ccccc1C1SC(c2ccccc2O)SC(c2ccccc2O)S1 (centres undefined)	2	i	12%	.	-22%	.
-7%	-10%	0%	CCOC(=O)C1=C(CC)OC(N)=C(C#N)C1c1ccc(F)cc1F (centres undefined)	-2	-4%	6%	0%	13%	-28%
50µM*	1%	?	COc1ccc(/C=N/OCC(=O)Nc2nc3ccccc3s2)cc1OC	-1	8%	-2%	7%	-1%	-2%
-28%	9%	-20%	COc1ccc(C(=O)N/C(=C\c2cccc3ccccc23)C(=O)NCCc2c[nH]c3ccccc23)cc1OC	-5	0%	-15%	.	0%	5%
-25%	1%	6%	COc1ccc(CNC(=O)COC(=O)CO/N=C(\C)c2ccc3c(c2)OCO3)cc1	-6	-2%	-29%	3%[59 µM]	4%	11%
-12%	?	-5%	CC(C)(C)C(=O)Oc1cccc(Nc2ncnc3ccccc23)c1	3	0%	-7%	.	35%	-2%

Structural class, the compounds so far with a Cl atom
JMJD2A Tudor inh	Pin1 inhibitor	GLS inhibitor	canonical_smiles	PI4K2A block	PGK inhibitor	ERG Ets-DNA blk	G9a inh	HP1b chromo inh	BAZ2B block
-10%	-5%	1%	O=C(COc1ccc(Cl)cc1)Nc1cccc(S(=O)(=O)NC2=NCCCCC2)c1	1	1%	-2%	4%	17%	6%
-24%	-9%	4%	CCC1CN(C(=O)Nc2cc(Cl)c(OC)cc2OC)c2ccccc2O1 (centres undefined)	0	-3%	0%	-12%[59 µM]	11%	-2%

Further compounds follow.
JMJD2A Tudor inh	Pin1 inhibitor	GLS inhibitor	canonical_smiles	PI4K2A block	PGK inhibitor	ERG Ets-DNA blk	G9a inh	HP1b chromo inh	BAZ2B block
28µM*	3%	7%	Cc1cc(C(=O)CSc2nc(N)cc(N)n2)c(C)n1-c1cccc(F)c1	0	-1%	-7%	-18%[59 µM]	?	?
-10%	-3%	7%	CCOC(=O)C1CCN(C(=O)Nc2ccc3c(c2)nc(C)n3C)CC1	8	-3%	-1%	?	-1%	6%
-8%	-4%	-11%	CC1Sc2ccc(S(=O)(=O)CCC(=O)N(C)Cc3ccccc3)cc2NC1=O (centres undefined)	7	-10%	14%	4%	32%	-16%[57.1 µM]
-8%	0%	-2%	Cc1ccc(S(=O)(=O)NCC(=O)OC(C(=O)c2ccccc2)c2ccccc2)cc1 (centres undefined)	-9	i	-8%	2%[59 µM]	8%	-4%
-15%	-3%	5%	CN(C)/C=N/C(=S)Nc1ccccc1	1	-4%	0%	?	-1%	-20%
20%	2%	-1%	CN(C(=O)c1ccccc1)C1c2c(ccc3ccccc23)OCC1CO (centres undefined)	-1	-1%	11%	?	72%[activator]	12%
-32%	2%	-1%	CCCC(=O)OCC1CN(Cc2ccco2)S(=O)(=O)c2c(F)cccc2O1 (centres undefined)	2	-6%	4%	.	11%	.
26%	6%	-3%	ON=C(CCc1ccccc1)CCc1ccccc1	-1	-2%	-3%	.	59%[activator]	.
2%	-6%	-7%	O=C(CSc1nnnn1-c1ccc(F)cc1)NCc1cccs1	7	-1%	-1%	.	32%	-5%
-15%	-6%	3%	COc1ccc(Nc2nc(N)nc(CSc3nnc(N)s3)n2)cc1	-1	-6%	2%	17%	-9%	-38%
-8%	-4%	2%	CCC/C(O)=C1\C(=O)CCCC1=NCCc1ccc(OCC)c(OCC)c1	3	-2%	2%	-1%	19%	-13%
-7%	-1%	11%	C=CCNC(=S)N1CCC(C(=O)c2ccc(OC)cc2)CC1	-1	.	.	15%[0.501 µM]	23%	6%
-2%	-8%	-1%	Cc1ccc(-n2nc3c(c2NC(=O)c2ccco2)CS(=O)(=O)C3)cc1C	2	0%	6%	26%	33%	-10%
-13%	-9%	0%	O=C(O)C1C2C=CC(C2)C1C(=O)OCC1CCCO1 (centres undefined)	1	.	-9%	?	23%	-1%
-30%	-2%	17%	Cc1ccc(OCc2ccc(C(=O)NN)o2)c([N+](=O)[O-])c1	-3	-11%	-4%	-3%	33%	-13%
-3%	-7%	-3%	CCSc1nc2sc3c(c2c(=O)[nH]1)CC(C)(CC)OC3 (centres undefined)	5	i	4%	107%[activator][59 µM]	47%[activator]	4%
-14%	-10%	-4%	Cc1ccc(C)c(S(=O)(=O)Nc2ccc3scnc3c2)c1	0	1%	-4%	0%[12.7 µM]	14%	8%
?	-3%	15%	CN(C)CCCN(C(=O)c1ccc([N+](=O)[O-])s1)c1nc2cc3c(cc2s1)OCCO3	-7	-6%	16%	45µM*	-22%	?
-16%	10%	-2%	COc1cccc(-c2nc(SCC(=O)NCC3CCCO3)c(-c3ccc(Cl)cc3)[nH]2)c1 (centres undefined)	-3	3%	-1%	-28%[59 µM]	0%	-9%

Sorted by count of non-hydrogen atoms (lowest first): some entries from above
JMJD2A Tudor inh	Pin1 inhibitor	GLS inhibitor	canonical_smiles	PI4K2A block	PGK inhibitor	ERG Ets-DNA blk	G9a inh	HP1b chromo inh	BAZ2B block
-15%	-3%	5%	CN(C)/C=N/C(=S)Nc1ccccc1	1	-4%	0%	?	-1%	-20%
-7%	-1%	11%	C=CCNC(=S)N1CCC(C(=O)c2ccc(OC)cc2)CC1	-1	.	.	15%[0.501 µM]	23%	6%
2%	-6%	-7%	O=C(CSc1nnnn1-c1ccc(F)cc1)NCc1cccs1	7	-1%	-1%	.	32%	-5%
-32%	2%	-1%	CCCC(=O)OCC1CN(Cc2ccco2)S(=O)(=O)c2c(F)cccc2O1 (centres undefined)	2	-6%	4%	.	11%	.

2 successive entries from above, for reference:
JMJD2A Tudor inh	Pin1 inhibitor	GLS inhibitor	canonical_smiles	PI4K2A block	PGK inhibitor	ERG Ets-DNA blk	G9a inh	HP1b chromo inh	BAZ2B block
?	-3%	15%	CN(C)CCCN(C(=O)c1ccc([N+](=O)[O-])s1)c1nc2cc3c(cc2s1)OCCO3	-7	-6%	16%	45µM*	-22%	?
-16%	10%	-2%	COc1cccc(-c2nc(SCC(=O)NCC3CCCO3)c(-c3ccc(Cl)cc3)[nH]2)c1 (centres undefined)	-3	3%	-1%	-28%[59 µM]	0%	-9%

Assay outcomes: PubChem, National Center for Advancing Translational Sciences (NCATS)
